PRMT1 FP inh – PRMT1 (human) inhibition, primary screen; Q99873; recombinant PRMT1, activity-based probe fluorescence polarization; inhibition, % at 2.79 µM; hit rate 1.3% among 370,000;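 active means inhibition above about 21% made by adding two undisclosed values, limit read from the data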
Target sequence (Q99873 whole entry, looked up): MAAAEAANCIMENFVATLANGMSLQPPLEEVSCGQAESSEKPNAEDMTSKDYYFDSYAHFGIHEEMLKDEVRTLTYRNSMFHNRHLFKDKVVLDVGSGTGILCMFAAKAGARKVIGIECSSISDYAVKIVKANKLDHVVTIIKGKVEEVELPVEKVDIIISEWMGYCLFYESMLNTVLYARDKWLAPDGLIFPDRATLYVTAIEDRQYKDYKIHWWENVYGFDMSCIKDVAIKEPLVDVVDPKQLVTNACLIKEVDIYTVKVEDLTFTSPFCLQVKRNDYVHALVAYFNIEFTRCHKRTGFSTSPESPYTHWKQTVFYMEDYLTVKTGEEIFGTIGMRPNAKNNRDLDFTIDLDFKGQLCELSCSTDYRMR
HTRA1 inh – blocks human HTRA1 serine peptidase; Q92743; recombinant HTRA1, FP-rhodamine activity-based probe, fluorescence polarization; inhibition, % at 5.96 µM; hit rate 0.5% among 340,000; in the data active means inhibition above about 36%;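 further: 0% = enzyme with DMSO and 100% = wells lacking enzyme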
TDP2 absorb – TDP2 (human) inhibition, absorbance primary screen; recombinant TDP2, T5PNP hydrolysis, p-nitrophenol absorbance 415 nm; inhibition, % at 12.8 µM; hit rate 0.34% among 370,000; AID 720702;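 active means inhibition above the mean of all tested compounds plus 3 SD, set per campaign, cut at about 25% in these data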;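 further: 0% = DMSO with enzyme and 100% = buffer with substrate but no TDP2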
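Evaluation: % inhibition relative to enzyme-containing and enzyme-free wells. Material: recombinant human TDP2. Benchmarks: enzyme-free and DMSO wells. Timing: enzyme reaction with compound for 2 h at 37 °C. Compound dosing: 12.8 µM only. Measured by: p-Nitrophenol epi absorbance. Reagent: T5PNP substrate at 5 mM, a TopII-DNA adduct mimic. Replication: single well per compound.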
TCR CD3 inh – inhibitors of human TCR-CD3 interaction | TAMRA-labeled TCR probe fluorescence, biochemical | inhibition, % at 9.4 µM | hit rate 0.37% among 360,000; in the data active means inhibition above about 19%;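 further: recombinant mutant TCR 2C K166C tagged with TAMRA read by polarization; 0% = receptor in buffer alone and 100% = receptor with positive control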
mABHD4 FP – ABHD4 (mouse) inhibition, primary FP screen; purified mABHD4, FP-Rh probe fluorescence polarization; inhibition, % at 8.92 µM; hit rate 0.54% among 370,000; AID 720543;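 active means inhibition exceeding the mean over every tested compound plus 3 SD, cut at about 30% in these data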;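 further: 0% = plate median of compound wells and 100% = S159A mutant with DMSO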
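Assay system: wild-type mouse ABHD4 protein; compound: single nominal dose of 8.92 µM, 0.89% DMSO final; schedule: 45 min + 60 min at 25 °C; measured by: FP readout, ex 525 nm / em 598 nm; evaluation: % inhibition of FP-Rh probe binding versus controls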
PG9 Ab binder – small molecules binding HIV-1 gp120 antibody PG9. TR-FRET gp120-PG9 antibody binding. inhibition, % at 6.7 µM. hit rate 0.43% among 360,000. AID 624416; in the data active means inhibition above about 8.5%
rCAG RNA binder – binds r(CAG) RNA repeats; inhibition, % at 3 µM; r(CAG) RNA repeat, TO-PRO-1 dye displacement fluorescence; AID 651821; hit rate 1.3% among 370,000;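 active means inhibition above the plate cutoff, the mean of all test compounds on that plate plus 3 SD, cut at about 35% in these data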;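 further: 0% = DMSO alone and 100% = 100 µM mitoxantrone as full dye displacement; higher means more dye released from RNA so lower well fluorescence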
NR1D1 modulator – Rev-erb alpha (human) modulation | P20393 | Rev-erbα–FITC-DNA binding, fluorescence polarization, 90 min | activity, % at 10 µM | hit rate 0.79% among 370,000;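 active means activity above about 14%, limit read from the data; passing the limit was not always enough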;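 further: 0% = DMSO wells with 35 nM protein and 100% = DMSO wells with 750 nM protein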
SIAE primary – blocks human sialic acid acetylesterase; hit rate 0.69% among 370,000; inhibition, % at 9.66 µM; Q9HAT2; AID 1053197; SIAE FP-Rh probe binding, fluorescence polarization;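 active means inhibition above a cutoff: mean of compounds within the control limits plus 3 SD of those, cut at about 17% in these data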;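 further: 0% = plate median of compound wells and 100% = probe without SIAE protein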
Target sequence (Q9HAT2 whole entry, looked up): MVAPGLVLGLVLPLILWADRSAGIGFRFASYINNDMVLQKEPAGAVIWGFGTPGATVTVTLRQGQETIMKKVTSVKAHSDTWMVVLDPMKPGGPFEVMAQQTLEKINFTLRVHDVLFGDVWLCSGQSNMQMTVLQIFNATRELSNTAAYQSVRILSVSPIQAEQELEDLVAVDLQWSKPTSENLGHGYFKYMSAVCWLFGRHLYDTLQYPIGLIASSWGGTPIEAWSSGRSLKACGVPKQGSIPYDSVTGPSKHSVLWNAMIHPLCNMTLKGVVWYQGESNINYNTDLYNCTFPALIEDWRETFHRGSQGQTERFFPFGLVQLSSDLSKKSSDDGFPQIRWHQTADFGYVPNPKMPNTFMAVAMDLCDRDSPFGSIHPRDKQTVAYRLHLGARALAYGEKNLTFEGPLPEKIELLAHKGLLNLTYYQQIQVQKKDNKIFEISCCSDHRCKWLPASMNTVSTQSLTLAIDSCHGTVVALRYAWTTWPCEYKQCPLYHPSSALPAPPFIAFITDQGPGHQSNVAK
LEDGF integ inh – blocks HIV-1 LEDGF/p75-dependent DNA integration | TR-FRET IN-LEDGF/p75 DNA integration, Eu/Cy5 | inhibition, % at 3.7 µM | hit rate 0.64% among 370,000 | AID 743269;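 active means inhibition above the screen-wide mean plus 3 SD, cut at about 13% in these data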;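 further: signal is the Cy5 over europium emission ratio at 671 and 618 nm; 0% = plate median of compound wells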
Starred values were filed as active, the others as inactive; . = not tested or not shown.

SMILES	PRMT1 FP inh	HTRA1 inh	TDP2 absorb	TCR CD3 inh	mABHD4 FP	PG9 Ab binder	rCAG RNA binder	NR1D1 modulator	SIAE primary	LEDGF integ inh
CCOc1ccc(S(=O)(=O)NCCC(=O)NCC(c2ccc(OC)cc2)N2CCOCC2)cc1 (stereo unspecified)	4	0	1	-10	7	1.0	-1	0	1	-2
CCN(CC)NC(=S)Nc1ccccc1	0	3	-7	1	-1	-3.3	-1	2	3	5
CC1CN(S(=O)(=O)c2ccc(Cl)c(S(=O)(=O)N3CC(C)OC(C)C3)c2)CC(C)O1 (stereo unspecified)	-1	2	-12	-1	4	-1.4	3	4	16	1
COC(=O)C1C2CC3c4[nH]c5cc(OC)ccc5c4CCN3CC2CC(OC2CCCCO2)C1OC (stereo unspecified)	10	3	5	-11	8	-3.5	4	0	1	0
CSC(=CC(=O)c1ccc(F)cc1)SC	-2	1	-12	-7	-2	-1.4	-1	-1	2	2
Cc1cccc(OCCSc2nc3ccccc3n2CC(=O)O)c1	-4	0	-8	8	-1	-1.5	5	1	5	3
O=C1/C(=C\c2ccco2)CCC/C1=C\c1ccco1	22*	19	1	1	-5	-4.5	18	-5	1	71*
CN1CCN(c2ccccc2NC(=O)Cc2cn(C)c3ccccc23)CC1	0	5	-7	-2	-4	1.4	0	-2	11	4
CCc1cnc(Nc2nc(C(N)Cc3ccc(F)cc3)cs2)nc1 (stereo unspecified)	-6	.	7	-1	10	-0.9	16	5	0	5
COc1ccc(CN2CC(C(=O)N3CC(C)CC(C)C3)CC2=O)cc1 (stereo unspecified)	2	3	-5	1	2	-0.6	-7	-9	-2	-4
COCCN(C(=O)COC(=O)CCCc1c[nH]c2ccccc12)c1c(N)n(Cc2ccccc2)c(=O)[nH]c1=O	1	5	2	1	5	-0.9	4	7	5	-2
CCOC(=O)c1c(CSc2ccsc2)n(C)c2cc(Br)c(O)c(CN(C)C)c12	0	-5	-1	7	30*	-2.6	6	-4	8	1
CCCS(=O)(=O)C/C(N)=N/OC(=O)c1ccccc1Cl	3	.	7	-1	1	-1.1	2	-1	-3	0
CCN(CC)S(=O)(=O)c1ccc(C(=O)OCC(=O)N2CCN(C(=O)c3ccco3)CC2)cc1	-1	2	-1	10	0	2.4	-2	2	-1	2
CC[C@]1(C(=O)OC)[C@H]2C(=O)N(C)C(=O)[C@H]2[C@H]2CN=C(SCc3ccc(OC)cc3)N21	-1	3	-2	2	5	-0.7	2	1	6	-3
COc1ccc(Cl)cc1N(C)C(=O)CCNC(=O)Cn1cnc2ccccc2c1=O	0	7	-4	4	9	-0.6	-5	-1	-3	2
COc1ccc(-n2nnnc2/C=C\Nc2ccc(C)cc2)cc1	2	-11	-15	3	3	-2.0	11	-6	4	-1
C=CCSc1nc(N)c2c3c(sc2n1)CN(C)CC3	-1	-3	-8	9	1	-1.4	-1	2	-7	-2
COc1cccc(/C=N/NC(=O)CCn2cnc3ccccc32)c1	-2	4	11	6	-4	0.3	-3	-1	0	-1
COC(=O)c1ccccc1NC(=O)CSc1ccccn1	-1	-4	2	-4	3	-1.3	-3	3	-9	1
COc1ccc(OC)c(NC(=O)CSc2nc(O)cc(=O)n2CC(C)C)c1	7	-11	-7	-4	-25	-2.4	25	-1	2	4
CCOC(=O)c1c(C)sc2c1N(C(=O)CN(CC)CC)c1ccccc1S2	0	-2	-4	-10	0	-1.4	-9	5	17*	-1
COc1ccc(-n2c(=O)c3ccccc3n(CC(=O)Nc3cccc(OC)c3)c2=O)cc1	-2	-9	8	-1	-3	0.3	4	-6	-5	2
c1ccc2sc(-c3ccncc3)nc2c1	-5	7	-10	1	-1	-1.1	-4	-1	0	2
C=CCOc1ccc(Br)cc1/C=C1\NC(=S)N(C(C)=O)C1=O	0	-45	12	5	-38	1.5	66*	1	-21	3

4 of the compounds above, with two lines to a compound.
Order of values – PRMT1 FP inh	HTRA1 inh	TDP2 absorb	TCR CD3 inh	mABHD4 FP	PG9 Ab binder	rCAG RNA binder	NR1D1 modulator	SIAE primary	LEDGF integ inh
> CC[C@]1(C(=O)OC)[C@H]2C(=O)N(C)C(=O)[C@H]2[C@H]2CN=C(SCc3ccc(OC)cc3)N21
→ -1	3	-2	2	5	-0.7	2	1	6	-3
> COc1ccc(Cl)cc1N(C)C(=O)CCNC(=O)Cn1cnc2ccccc2c1=O
→ 0	7	-4	4	9	-0.6	-5	-1	-3	2
> COc1ccc(-n2nnnc2/C=C\Nc2ccc(C)cc2)cc1
→ 2	-11	-15	3	3	-2.0	11	-6	4	-1
> C=CCSc1nc(N)c2c3c(sc2n1)CN(C)CC3
→ -1	-3	-8	9	1	-1.4	-1	2	-7	-2

As entered above.
Reading for COC(=O)c1ccccc1NC(=O)CSc1ccccn1 under PRMT1 FP inh: -1
Reading for COc1ccc(Cl)cc1N(C)C(=O)CCNC(=O)Cn1cnc2ccccc2c1=O under PG9 Ab binder: -0.6

Further records follow:
SMILES	PRMT1 FP inh	HTRA1 inh	TDP2 absorb	TCR CD3 inh	mABHD4 FP	PG9 Ab binder	rCAG RNA binder	NR1D1 modulator	SIAE primary	LEDGF integ inh
COC(=O)C1C2C=CC3(CN(C(C)C)C(=O)C13)O2 (stereo unspecified)	6	-1	-2	-8	1	1.1	1	6	-3	-5
COC(=O)c1ccc(CNC(=O)c2ccc(S(=O)(=O)N3CCCC(C)C3)cc2)cc1 (stereo unspecified)	-1	-3	-1	2	-8	0.5	5	-1	-11	3
CC(=O)N1CCN(c2ccc(NC(=O)c3ccccc3Cl)cc2)CC1	-3	10	-16	-6	-1	-4.1	7	-6	-1	-7
CCc1ccc(CN2CCN(c3ncccn3)CC2)cc1	-1	0	15	10	-1	0.4	-5	0	-3	-3
O=C(NNS(=O)(=O)c1ccccc1F)c1cccc(S(=O)(=O)N2CCOCC2)c1	-1	2	-4	4	1	1.5	1	-8	6	-1
Cc1ccccc1Cn1c2ccccc2c2cnn(CC(=O)N3CCN(c4ccccc4)CC3)c(=O)c21	2	-10	-10	7	10	3.3	7	3	9	-3
COCCN(Cc1cc2ccc(C)cc2n2nnnc12)Cc1nnnn1C(C)(C)C	0	3	-7	-6	-3	0.5	-2	-1	-10	-2
COc1ccccc1N1CCN(C(=O)C(C)N(c2ccc(C)cc2)S(C)(=O)=O)CC1 (stereo unspecified)	-2	7	3	5	2	0.2	-5	4	5	1
CCCC1S/C(=N/N=C/c2ccco2)NC1=O (stereo unspecified)	-2	-2	9	-4	3	1.2	1	7	-3	0
O=C(O)Cc1ccc(NC(=O)c2cccc(NC(=O)c3ccco3)c2)cc1	0	-4	10	1	-8	-1.4	4	3	2	5
Nc1ccc(S(=O)(=O)Nc2nccc(/C=C/c3ccc(Cl)cc3)n2)cc1	0	0	-1	3	3	-2.0	15	3	-36	-4
Cc1noc(C)c1NC(=O)N(C)C[C@H]1Oc2ccc(NC(=O)Cc3ccccc3)cc2C(=O)N([C@H](C)CO)C[C@@H]1C	3	-2	7	-6	3	0.7	-3	-9	5	-2
O=C(NCc1ccco1)C1CCN(C(=O)c2ccc(Cl)cc2Cl)CC1	3	0	7	2	6	0.3	4	-4	-1	2
CC(C)(C)[C@H]1C=C(C(=O)NCc2ccccc2)O[C@@H](OCc2ccc(CO)cc2)C1	-1	-25	-4	2	-4	-0.9	0	-4	-2	3
O=C(CCN1CCN(c2ccccc2)CC1)Nc1cccc(Br)c1	-3	-6	8	2	3	-0.8	-1	0	7	2
O=C(c1ccccc1F)N1CCN(C(=O)C2CC2)CC1	-5	5	-4	-6	-6	-0.8	1	2	5	2
O=C(Cc1ccccc1)N1CCCC(c2nc(-c3ccc(S(=O)(=O)N4CCCC4)cc3)no2)C1 (stereo unspecified)	1	4	7	4	-3	-1.1	-2	2	1	-4
CC1=C(C(=O)N(C(C)C)C(C)C)CC(CC(=O)NCc2cccc3ccccc23)C(=O)N1Cc1ccc(C(C)(C)C)cc1 (stereo unspecified)	2	.	-4	5	1	-0.7	11	-6	-7	1
COc1ccc(C(=O)C[N+]2(C)CCOCC2)cc1	-3	8	-7	-12	-9	-4.6	4	.	-1	6
CCOC(=O)N1CCN(C(=O)c2ccccc2SCC(=O)NCC2CCCCC2)CC1	14	-3	11	1	8	2.2	-8	5	4	-3
Cn1c(-c2cccc(Br)c2)n[nH]c1=O	2	.	5	0	5	-2.3	-1	-6	-1	-1
O=C(NCC1CC1)NC(=O)c1c(F)cccc1Cl	-2	-1	-16	-9	7	-2.8	3	0	12	4
Cc1cc(C)c2c(ccc3ccccc32)n1	0	-4	5	-4	4	-0.3	1	-4	2	-2
COc1ccc(C(O)c2coc3ccc(O)c(CN(C)C)c23)cc1 (stereo unspecified)	-3	-1	6	-8	5	2.0	-1	1	5	-1
CN(C(=O)c1ccc(NC(=O)Cc2ccc(NC(=O)C3CCN(C(=O)CCc4ccccc4)CC3)cc2)cc1)C1CCCC1	2	-26	5	3	-4	1.7	8	-1	-10	-3
COC(=O)CCN(Cc1cc(OC)ccc1OC)S(=O)(=O)c1ccccc1Br	-10	-8	-11	-3	0	-0.3	-1	0	2	1
Cn1c(C(=O)NC2CCCCCC2)cc2c(=O)n(C)c3ccccc3c21	-8	-6	0	8	0	0.0	2	48*	-1	6
COc1ccc(NC(=O)c2ccc(F)cc2)cc1S(=O)(=O)Nc1cc(C)ccc1Br	-2	-158	-3	5	-76	0.3	10	5	-86	0
Cc1ccc(NC(=O)CSc2nnc(CN3CCOCC3)n2C)cc1C	-3	5	-7	-1	-1	-1.3	-5	1	3	-1

Whole records, quoted from the list.
C=CCSc1nc(N)c2c3c(sc2n1)CN(C)CC3 in the list: PRMT1 FP inh: -1; HTRA1 inh: -3; TDP2 absorb: -8; TCR CD3 inh: 9; mABHD4 FP: 1; PG9 Ab binder: -1.4; rCAG RNA binder: -1; NR1D1 modulator: 2; SIAE primary: -7; LEDGF integ inh: -2
Cc1noc(C)c1NC(=O)N(C)C[C@H]1Oc2ccc(NC(=O)Cc3ccccc3)cc2C(=O)N([C@H](C)CO)C[C@@H]1C in the list: PRMT1 FP inh: 3; HTRA1 inh: -2; TDP2 absorb: 7; TCR CD3 inh: -6; mABHD4 FP: 3; PG9 Ab binder: 0.7; rCAG RNA binder: -3; NR1D1 modulator: -9; SIAE primary: 5; LEDGF integ inh: -2

Four compounds from above with just PRMT1 FP inh:
structure	PRMT1 FP inh
Cc1noc(C)c1NC(=O)N(C)C[C@H]1Oc2ccc(NC(=O)Cc3ccccc3)cc2C(=O)N([C@H](C)CO)C[C@@H]1C	3
O=C(NCc1ccco1)C1CCN(C(=O)c2ccc(Cl)cc2Cl)CC1	3
CC(C)(C)[C@H]1C=C(C(=O)NCc2ccccc2)O[C@@H](OCc2ccc(CO)cc2)C1	-1
O=C(CCN1CCN(c2ccccc2)CC1)Nc1cccc(Br)c1	-3

Not all compounds are listed; count on the stated rates, not on these rows.
